GRK2 aptamer HTS: human GRK2 inhibition via aptamer displacement. P25098. bead flow cytometry, FAM-aptamer displacement from GRK2. inhibition of aptamer binding, % at 10 µM. 0.59% of 330,000 active. AID 488847;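 active = inhibition of aptamer binding above 40%, roughly 3 SD of noise, on plates passing a quality check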;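 also: median bead fluorescence of bound FAM aptamer so fluorescent compounds give negative values; no value below 0 was filed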
Target sequence (P25098 whole entry, looked up): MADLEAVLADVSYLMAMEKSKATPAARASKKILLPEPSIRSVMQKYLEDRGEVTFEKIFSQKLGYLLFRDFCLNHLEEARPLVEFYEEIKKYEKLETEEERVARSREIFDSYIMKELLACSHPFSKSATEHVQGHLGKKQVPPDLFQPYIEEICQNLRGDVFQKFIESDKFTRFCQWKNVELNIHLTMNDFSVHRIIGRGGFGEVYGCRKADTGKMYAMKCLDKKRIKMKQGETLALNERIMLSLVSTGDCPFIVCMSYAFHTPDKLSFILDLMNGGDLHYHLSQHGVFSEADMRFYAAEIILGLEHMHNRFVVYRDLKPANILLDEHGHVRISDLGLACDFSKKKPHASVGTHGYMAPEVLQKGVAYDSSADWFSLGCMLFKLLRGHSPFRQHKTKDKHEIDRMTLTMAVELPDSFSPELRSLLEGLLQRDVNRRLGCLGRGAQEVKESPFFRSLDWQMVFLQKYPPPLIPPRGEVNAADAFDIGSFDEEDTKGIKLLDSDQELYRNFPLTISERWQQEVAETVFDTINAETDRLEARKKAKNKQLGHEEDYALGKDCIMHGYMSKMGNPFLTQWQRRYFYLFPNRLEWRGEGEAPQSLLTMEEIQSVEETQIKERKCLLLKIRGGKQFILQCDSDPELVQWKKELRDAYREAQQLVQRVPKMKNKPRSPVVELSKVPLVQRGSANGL
PP1 inh: PP1-alpha (human) inhibition in PP5 counter-screen; purified PP1alpha, OMFP fluorescence; inhibition, % at 6.7 µM; 0.9% of 320,000 active; AID 2235;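 active = inhibition above the mean inhibition of all tested compounds plus 3 SD, computed separately for each screening campaign, cut at about 15% in these data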
Fh CTSL1 inh: counter-screen for PFM18AAP inhibitors: inhibitors of F. hepatica cathepsin L1; recombinant F. hepatica cathepsin L1, Z-Leu-Arg-MCA fluorescence; inhibition, % at 5.96 µM; 0.49% of 300,000 active; AID 1906;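 active = inhibition above the mean of all tested compounds plus 3 SD, set per screening campaign, cut at about 17% in these data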;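 also: 0% = plate median of test compound wells and 100% = 1 µM Z-Phe-Ala-diazomethylketone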
PP5 primary: inhibitors of human protein phosphatase 5 (PP5). P53041. purified PP5c, OMFP substrate fluorescence. inhibition, % at 6.7 µM. 0.18% of 320,000 active. AID 1987;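 active = inhibition above the campaign's mean inhibition across all tested compounds plus 3 SD, cut at about 9.5% in these data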;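 also: 0% = DMSO only and 100% = 100 µM cantharidin control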
GASC-1 inh: human JMJD2C demethylase inhibition; Q9H3R0; inhibition, % at 2.35 µM; 0.069% of 330,000 active; GST-JMJD2C(1-420) H3K9me3 demethylation, DELFIA europium;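 active = more than half of a compound's replicate wells show inhibition beyond 50%, single wells judged on their own value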;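 also: signal counts dimethyl H3K9 product captured on neutravidin plate; 0% = median of DMSO wells and 100% = 0.3 times that DMSO median; strong numbers were not always called active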
Target sequence (Q9H3R0 1-420 limits assumed): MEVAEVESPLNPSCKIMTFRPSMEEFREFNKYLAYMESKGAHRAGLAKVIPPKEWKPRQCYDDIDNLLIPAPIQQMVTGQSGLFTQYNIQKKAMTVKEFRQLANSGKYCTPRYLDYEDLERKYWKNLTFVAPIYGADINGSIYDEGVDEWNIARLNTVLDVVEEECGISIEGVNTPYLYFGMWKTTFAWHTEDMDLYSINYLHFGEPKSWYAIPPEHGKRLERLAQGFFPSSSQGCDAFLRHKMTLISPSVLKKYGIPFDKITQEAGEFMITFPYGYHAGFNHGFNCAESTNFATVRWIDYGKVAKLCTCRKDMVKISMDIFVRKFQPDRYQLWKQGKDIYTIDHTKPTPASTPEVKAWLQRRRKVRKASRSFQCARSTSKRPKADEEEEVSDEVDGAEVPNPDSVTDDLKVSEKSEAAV
proCasp3 act: procaspase-3 (human) activation | P42574 | recombinant procaspase-3 D3A, Ac-DEVD-pNA absorbance 405 nm | activation, % at 8.5 µM | 0.11% of 330,000 active | AID 463141;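 active = activation above the mean of all tested compounds plus 3 SD, cut at about 21% in these data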;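 also: 0% = DMSO alone and 100% = DMSO wells spiked with extra 5 µM PC-3 D3A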
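Technique: 405 nm absorbance of p-nitroaniline, reads at 0 and 120 min; Test system: Procaspase-3 D3A mutant; Incubation: 1 h enzyme-compound preincubation, then 2 h substrate reaction, 25 °C; Repeats: singlicate, each compound tested once; Benchmarks: low control DMSO wells, high control DMSO plus 5 µM PC-3 D3A.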
procasp7 counter: activates human procaspase-7, counter-screen for procaspase-3 activators. recombinant procaspase-7, Ac-DEVD-pNA absorbance 405 nm; D23A/D198A/D206A triple mutant, cannot self-cleave; scale: DMSO 0, 5 µM enzyme 100. activation, % at 8.5 µM. 0.093% of 330,000 active. AID 463210;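 active = percent activation above the screen-wide mean plus 3 SD, cut at about 25% in these data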
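signal = Epi-absorbance of released pNA at 405 nm, two timepoints | assay system = Uncleavable procaspase-7 mutant enzyme | reagent = Ac-DEVD-pNA substrate, 400 µM as added | times = 1 h enzyme–compound preincubation and 2 h substrate reaction, both 25 °C | benchmarks = low DMSO alone, high DMSO plus 5 µM PC-7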
VLA-4 inh: inhibition in a human VLA-4 binding assay; P13612; VLA-4 expressing cells, ligand binding flow cytometry; inhibition, % (about 7 µM as worked out from the volumes in the protocol); 0.2% of 330,000 active; in the data active = inhibition above about 50%
core dimer inh: blocks dimerization of HCV core protein. TR-FRET GST/Flag-core106 dimerization, 1536-well. AID 1899. inhibition, % at 5 µM. 0.33% of 300,000 active;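 active = inhibition above the mean of all tested compounds plus 3 SD, set per screening campaign, cut at about 45% in these data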
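assay system = GST-tagged and Flag-tagged HCV core protein residues 1-106 | controls = unlabelled core106 and no-GST-core106 wells | incubation = compound-protein-antibody incubation 4 h at 22.5 °C | probe or stimulus = Eu donor and XL665 acceptor anti-tag antibodies | read-out = % inhibition based on acceptor/donor emission ratio | signal = TR-FRET 671 and 617 nm emission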
* marks the source's active call; other numbers are inactive results; x = not tested or not shown. This is a random part of the collection (roughly 2.6% active in at least one column).

SMILES | GRK2 aptamer HTS | PP1 inh | Fh CTSL1 inh | PP5 primary | GASC-1 inh | proCasp3 act | procasp7 counter | VLA-4 inh | core dimer inh
CC(=O)OC(C[N+]1(C)CCCCCC1)c1ccccc1 (stereo not given) | 1 | -6 | -1 | -2.0 | -18 | 3 | 3 | -22 | -5
O=C(Nc1ccc(-c2noc(-c3cccs3)n2)cc1)c1cccnc1 | 2 | 2 | 0 | 7.0 | -12 | -1 | -5 | 1 | -2
CCC(=O)OCC(=O)c1c(N)n(Cc2ccccc2)c(=O)n(C)c1=O | 0 | -1 | -1 | -1.1 | -5 | -4 | 2 | 6 | -4
C/C(=N\NC(=O)c1ccccc1)c1ccccc1F | 0 | -1 | 2 | 1.2 | 15 | -1 | 4 | 5 | -5
Cc1cc(N2CCN(C)CC2)nc2ccc(NC(=O)CCC3CCCC3)cc12 | 0 | -3 | 6 | -0.1 | 9 | -3 | -5 | 10 | -5
COc1cc(CCC(=O)O)on1 | 0 | 0 | -4 | 0.7 | 2 | 2 | -3 | -5 | 2
CC(C)c1ccc(NC(=O)CN2C(=O)c3ccccc3S2(=O)=O)cc1 | 2 | 1 | -5 | -0.1 | 13 | -2 | 13 | 1 | -10
Cc1ccc(Cn2ncc3c(N4CCN(CC#N)CC4)ncnc32)cc1 | 2 | -5 | -2 | 1.8 | -13 | 3 | -4 | -2 | -4
CCOC(=O)C1C(c2ccc(O)c(O)c2)NC(=S)NC1(O)C(F)(F)F (stereo not given) | 0 | 6 | 0 | 2.1 | -8 | 1 | 0 | -10 | -2
O=C(OCc1ccc(COC(=O)c2ccc(O)cc2)cc1)c1ccc(O)cc1 | 0 | -1 | 1 | 4.0 | 1 | 2 | 7 | 4 | -8
CCC(C)c1c(O)nc(SCC(=O)Nc2ccccc2)[nH]c1=O (stereo not given) | 2 | 4 | 5 | 1.1 | -29 | 0 | 6 | 11 | -5
CN=c1sc2ccccc2n1CC(O)COc1ccccc1 (stereo not given) | 1 | -4 | -2 | -0.6 | 5 | 12 | 11 | 2 | -2
O=C(CN1C(=O)S/C(=C/c2ccccn2)C1=O)N1CCOCC1 | 0 | -2 | -1 | 0.8 | 6 | 4 | -6 | -6 | -5
O=C(Nc1cccc(-c2ccc3nncn3n2)c1)c1ccco1 | 0 | -1 | 4 | -0.8 | 2 | -7 | 5 | -7 | 26
O=C1NCCOC(=O)[C@H](Cc2ccc(F)cc2)CC/C=C/C[C@@H]1CC(=O)N(CCO)Cc1ccccc1 | 2 | x | x | x | -4 | 7 | 3 | -5 | x
Cc1ccc(S(=O)(=O)Nc2nnc(CC(C)(C)C)s2)cc1 | 1 | 3 | -1 | 0.3 | 12 | 2 | 15 | -6 | 1
COc1cc(C2C(C#N)=C(N)OC3=C2C(=O)CC(C)(C)C3)cc([N+](=O)[O-])c1O (stereo not given) | 1 | -1 | 3 | 1.9 | -15 | -1 | 7 | 3 | -4
COc1cccc(NCc2nnc(SCC(=O)NC3CCS(=O)(=O)C3)n2C2CCCCC2)c1 (stereo not given) | 0 | 1 | 4 | 1.7 | 0 | 3 | -2 | 8 | -1
COC(=O)C1=C(C)N(Cc2ccco2)C(=O)N[C@H]1c1ccccc1 | 0 | -2 | -1 | 0.4 | 3 | 4 | -4 | -9 | -5
O=C(CC(SCCO)c1ccc2c(c1)OCO2)c1ccco1 (stereo not given) | 0 | 1 | 2 | -1.1 | -1 | -5 | -4 | 12 | 1
Cc1ccc(S(=O)(=O)Nc2cccc(C(=O)NCC(c3ccco3)N3CCCCC3)c2)cc1F (stereo not given) | 0 | 2 | 5 | 0.7 | 12 | 3 | 10 | 4 | 4
c1ccc(CC2CCN(C3=Nc4cccc5cccc3c45)CC2)cc1 | 1 | 2 | 3 | 3.9 | 7 | 1 | -4 | 8 | 5
COc1ccc(CC(=O)OCC(=O)NCc2ccc(F)cc2)cc1 | 36 | x | x | x | 0 | 4 | 9 | 2 | x
Cc1cc(C)nc(Nc2ccc(O)cc2)n1 | 0 | -3 | 0 | 2.3 | -10 | 8 | 1 | 8 | -3
COC(=O)c1cc(NC(=O)Cc2coc3cc(OC)ccc23)cc(C(=O)OC)c1 | 3 | 4 | 1 | 6.0 | -5 | 5 | -2 | 2 | 4

An excerpt from above in order of the GASC-1 inh value, high to low.
SMILES | GRK2 aptamer HTS | PP5 primary | GASC-1 inh | proCasp3 act | VLA-4 inh | core dimer inh
O=C1NCCOC(=O)[C@H](Cc2ccc(F)cc2)CC/C=C/C[C@@H]1CC(=O)N(CCO)Cc1ccccc1 | 2 | x | -4 | 7 | -5 | x
O=C(Nc1ccc(-c2noc(-c3cccs3)n2)cc1)c1cccnc1 | 2 | 7.0 | -12 | -1 | 1 | -2
CC(=O)OC(C[N+]1(C)CCCCCC1)c1ccccc1 (stereo not given) | 1 | -2.0 | -18 | 3 | -22 | -5

The listing continues:
SMILES | GRK2 aptamer HTS | PP1 inh | Fh CTSL1 inh | PP5 primary | GASC-1 inh | proCasp3 act | procasp7 counter | VLA-4 inh | core dimer inh
CCOc1ccccc1N1CCN(C(=O)c2cc[n+]([O-])cc2)CC1 | 0 | -7 | 3 | -0.8 | 30 | 3 | -9 | -5 | 4
CCn1c(=O)n(CC)c2cc(N3CCCC3)c(NC(=O)c3ccc(F)cc3)cc21 | 12 | 0 | 2 | 1.1 | -1 | 0 | -10 | -5 | -12
O=C(COc1cc2oc(=O)c3c(c2cc1Cl)CCCC3)NCC1CCC(C(=O)O)CC1 (stereo not given) | 6 | 1 | -1 | 3.5 | -3 | 1 | -6 | 23 | -11
COc1cc(OC)c(OC)cc1/C=C1\CC(C)C/C(=C\c2cc(OC)c(OC)cc2OC)C1=O (stereo not given) | 2 | 1 | 0 | 1.2 | 2 | -19 | -10 | -22 | 20
COc1ccc(NC(=O)C2Cc3ccccc3CN2C(=O)c2ccccc2)cn1 (stereo not given) | 0 | -2 | -5 | -0.7 | -21 | -4 | 0 | -7 | -3
CC1SCC(=NOCc2c(Cl)cccc2Cl)CS1 (stereo not given) | 0 | -2 | 5 | -1.3 | 7 | -5 | 6 | 2 | 1
COCc1ccc(CN2CCCC(CO)(Cc3ccccc3)C2)o1 (stereo not given) | 0 | -5 | -6 | 1.4 | -2 | -3 | 3 | 2 | 0
CCN(CC)C(=O)CSc1nc2c(sc(=S)n2-c2ccc(C)cc2C)c(=O)[nH]1 | 1 | 2 | 7 | 2.0 | 5 | 7 | -7 | -14 | 5
COc1ccc(NC(=O)c2cccn(CC=C(C)C)c2=O)cc1 | 0 | -2 | 2 | 3.4 | 2 | -4 | 5 | 8 | 0
NC(=O)COc1c(-c2ccc(Br)o2)oc2ccccc2c1=O | 2 | -2 | 3 | 3.6 | -9 | 4 | -1 | 9 | -21
COc1ccccc1C1N=C(c2ccccc2C)NO1 (stereo not given) | 0 | -2 | 1 | 4.5 | 0 | 1 | 2 | 8 | 1
Cc1ccc(NC(=O)c2cccc(NC(=O)CC3SC(N4CCCCC4)=NC3=O)c2)nc1 (stereo not given) | 2 | -2 | 1 | -1.0 | 9 | 2 | -1 | 0 | 0
CC(Nc1nc2ncn(Cc3ccccc3)c2c(=O)[nH]1)C(=O)O (stereo not given) | 0 | -2 | -1 | -0.9 | -3 | 15 | 4 | -6 | -3
CN1CCC(CN)(N2CCN(c3ccccc3)CC2)CC1 | 0 | 3 | 1 | -2.6 | 12 | 7 | 6 | -10 | -2
CCCc1nn2c(=O)cc(COc3cccc(NC(=O)c4ccco4)c3)nc2s1 | 1 | -1 | -1 | 0.4 | 12 | 8 | -8 | 24 | 13
S=C(Nc1cccnc1)NC1CCCCCCC1 | 0 | -1 | 4 | 3.2 | -9 | -2 | 2 | 20 | 1
COc1ccc(N=Cc2c(C)[nH][nH]c2=O)cc1 | 4 | -4 | -1 | 5.2 | 0 | -7 | -2 | -3 | -3
COC(=O)c1ccsc1NC(=O)CCc1ccccc1 | 2 | -4 | -1 | 2.6 | -4 | 2 | 1 | 5 | -1
CC1CCC(N2CCN(c3ncccn3)CC2)CC1 (stereo not given) | 1 | 1 | 0 | 0.1 | -2 | 3 | 12 | 7 | -4
CCSc1cc(N2CCCC2)nc(-c2ccc(Cl)cc2)n1 | 0 | 10 | x | -2.0 | 10 | 8 | -4 | -3 | x
COc1ccc(C2(c3ccc(OC)cc3)NC(=O)N(CC(=O)Nc3ccccc3C(F)(F)F)C2=O)cc1 | 0 | -1 | -2 | 4.2 | -3 | -2 | 10 | 6 | 7
C=CCn1c(C)c(C(C)=O)cc(NC(=O)c2ccccc2)c1=O | 0 | -5 | -1 | 2.1 | 3 | -10 | 5 | -5 | 2
CCc1ccc(C(=O)Nc2nnn(CC)n2)cc1 | 1 | -3 | -2 | 0.6 | 3 | 9 | 5 | 8 | 4
COC(=O)c1ccc(COc2ccc(/C=N/NC(N)=S)cc2)o1 | 5 | -4 | 10 | -1.0 | -5 | -1 | -5 | 0 | 3
COc1ccc(-c2cc(C(=O)O)no2)cc1 | 2 | -1 | 4 | -1.3 | -1 | 12 | -3 | -5 | -4

Brought forward from above: three entries; new compounds follow.
SMILES | GRK2 aptamer HTS | PP1 inh | Fh CTSL1 inh | PP5 primary | GASC-1 inh | proCasp3 act | procasp7 counter | VLA-4 inh | core dimer inh
CCc1ccc(C(=O)Nc2nnn(CC)n2)cc1 | 1 | -3 | -2 | 0.6 | 3 | 9 | 5 | 8 | 4
COC(=O)c1ccc(COc2ccc(/C=N/NC(N)=S)cc2)o1 | 5 | -4 | 10 | -1.0 | -5 | -1 | -5 | 0 | 3
COc1ccc(-c2cc(C(=O)O)no2)cc1 | 2 | -1 | 4 | -1.3 | -1 | 12 | -3 | -5 | -4
Cc1ccc(NC(=O)CSc2nc(=O)n(CCCN(C)C)c3c2CCC3)c(C)c1 | 3 | -2 | -1 | 1.2 | -7 | -1 | 6 | 4 | 3
O=C(COC(=O)Cc1c[nH]c2ccccc12)Nc1c(Cl)cccc1C(F)(F)F | 1 | -4 | -11 | 0.6 | 6 | -3 | 9 | 0 | 2
COC(=O)C(Cc1ccccc1)OS(N)(=O)=O (stereo not given) | 0 | 1 | -4 | 2.3 | -38 | -1 | 5 | 28 | -15
CSc1nc(N)nc(-c2cccs2)c1C#N | 1 | 10 | 8 | -11 | 11 | -6 | -5 | -28 | 3
COCCNC(=O)c1ccc2c(c1)nc(C)n2-c1cccc(F)c1 | 2 | -1 | -6 | 1.9 | 2 | 1 | 1 | 6 | -4
CCC1CCCCN1C(=O)Cn1nc([N+](=O)[O-])c(Cl)c1C (stereo not given) | 0 | -6 | 4 | -0.9 | 13 | 3 | 7 | -6 | 5
Cc1cccn2c(=O)c3cc(C(=O)NC4CCS(=O)(=O)C4)sc3nc12 (stereo not given) | 2 | -1 | 2 | 2.0 | 19 | -1 | 1 | -16 | -7
CN(c1ccccc1C(=O)O)S(=O)(=O)c1ccc2c3c(cccc13)C(=O)N2 | 8 | -6 | 2 | -1.6 | 4 | -4 | 8 | -12 | 3
c1ccc2c(c1)CNc1ccccc1C2 | 1 | -1 | 0 | 0.9 | 1 | -5 | 9 | 4 | 10
